Hsp70 activator – Hsp70 transcriptional activators, primary screen, cell-based, HeLa, Hsp70 promoter luciferase, luminescence, 10 µM | activation, % at 10 µM | HeLa Hsp70 promoter luciferase reporter; scaled: vehicle 0, proteasome-inhibitor control 100% | hit rate 0.04% among 200,000;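 active = activation above the mean across all tested compounds plus 3 SD, cutoff set per campaign, cut at about 5.5% in these data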;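 also: 100% = MG132 at 30 µM as the positive control and 0% = DMSO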
APP transl inh – inhibitors of APP translation via 5'UTR reporter, primary screen, APP 5'UTR luciferase, SH-SY5Y cells; AID 1285, 2008; SH-SY5Y APP 5'UTR-luciferase reporter, luminescence; hit rate 0.82% among 190,000; inhibition, % at 2 µM;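 active = inhibition above a set limit, derived from the sample mean plus 3 SD, cut at about 45% in these data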; also: values of inactives mirror those of a sister screen read the other way
RAM network inh – inhibitors of the yeast RAM network, primary screen, dse1pr::URA3 reporter, 5-FOA selection; inhibition, % at 50 µM; S. cerevisiae dse1pr::URA3 reporter, 5-FOA growth OD615, 2 d; analog-sensitive cbk1-as2 kinase mutant strain; hit rate 1.8% among 190,000;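 active = inhibition above a set limit, 3 SD over mean compound inhibition, cut at about 8.4% in these data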;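 also: 0% = DMSO-only wells with no growth and 100% = 10 µM 1-NA-PP1 full growth; inhibition rescues growth on 5-FOA so higher OD means more RAM inhibition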
STAT3 inh – IL-6 driven STAT3 reporter inhibitors, primary screen, U3A cells, luciferase, luminescence, MLSCN library. inhibition, % at 5.5 µM. IL-6 STAT3-luciferase reporter; host cell line lacks STAT1. hit rate 0.89% among 190,000;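 active = inhibition above the mean inhibition across all screened compounds plus 3 SD, cut at about 44% in these data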;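 also: 0% = DMSO only wells and 100% = 100 µM nifuroxazide control wells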
STAT1 activator – STAT1 signaling activators, primary screen, cell-based, HTS, luciferase reporter. NIH 3T3 STAT1-luciferase reporter, IFN-gamma, luminescence; 100% = IFN-gamma alone, no compound. activation (% of control), % at 5.5 µM. hit rate 2.6% among 200,000. AID 932, 2007;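 active = activation above the screen-wide mean activation plus 3 SD, cut at about 130% in these data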;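 also: raw ratio to IFN-gamma control signal so 100% means no change and 0% no light; values of inactives mirror those of a sister screen read the other way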
STAT3 activator – IL-6 driven STAT3 reporter potentiators, primary screen, U3A cells, luciferase, luminescence, MLSCN library. IL-6 STAT3-luciferase reporter; 100% = signal with IL-6 EC80 alone. activation (% of control), % at 5.6 µM. hit rate 0.91% among 190,000. AID 871, 2007;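 active = activation above the screen-wide mean of compound activation plus 3 SD, cut at about 130% in these data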;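 also: 0% = background luminescence of wells with medium and substrate only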
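Detection: reporter luminescence signal / Assay system: STAT1-lacking human U3A cells, STAT3 luciferase reporter / Incubation: compound pre-incubation 1 h before IL-6, then 6 h stimulation at 37 °C / Control set: IL-6-only high control / Read-out: % activation relative to IL-6 control / Probe or stimulus: Interleukin-6, 33 ng/mL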
STAT1 inh – STAT1 signaling inhibitors, primary screen, cell-based, HTS, luciferase reporter; hit rate 0.35% among 200,000; inhibition, % at 5.5 µM; NIH 3T3 STAT1-luciferase reporter, IFN-gamma, luminescence;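 active = inhibition above a set limit, the mean inhibition across all tested compounds plus 3 SD, cut at about 34% in these data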;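 also: 0% = IFN-gamma with DMSO and 100% = IFN-gamma with 300 µM nifuroxazide; values of inactives mirror those of a sister screen read the other way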
FLuc inh counter – firefly luciferase enzyme inhibitors, primary screen, artefact control for luciferase-based inhibitor screens, biochemical, luminescence, ATPLite; AID 1006, 2008; inhibition, % at 10 µM; 10 min; hit rate 1.5% among 200,000; Luciferin 4-monooxygenase (Photinus pyralis), P08659;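 active = inhibition above about 50% when tested at 10 µM, limit read from the data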
Target sequence (P08659 whole entry, looked up): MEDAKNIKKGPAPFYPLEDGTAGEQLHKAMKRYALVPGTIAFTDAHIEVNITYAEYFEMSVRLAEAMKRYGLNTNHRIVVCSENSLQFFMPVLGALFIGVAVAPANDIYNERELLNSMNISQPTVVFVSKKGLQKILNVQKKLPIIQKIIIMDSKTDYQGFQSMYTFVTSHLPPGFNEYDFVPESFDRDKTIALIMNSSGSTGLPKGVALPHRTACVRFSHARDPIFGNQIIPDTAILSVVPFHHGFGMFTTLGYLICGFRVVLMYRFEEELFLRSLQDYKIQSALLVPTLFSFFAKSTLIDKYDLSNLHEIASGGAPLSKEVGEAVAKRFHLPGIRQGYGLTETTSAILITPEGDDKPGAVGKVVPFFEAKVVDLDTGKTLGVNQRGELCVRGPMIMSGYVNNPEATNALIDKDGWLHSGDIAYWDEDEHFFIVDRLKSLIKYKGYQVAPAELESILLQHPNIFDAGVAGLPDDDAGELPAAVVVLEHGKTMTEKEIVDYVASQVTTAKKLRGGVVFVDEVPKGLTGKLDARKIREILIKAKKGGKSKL
NF-kB neuron act – activators of NF-kB expression in neurons, primary screen, cell-based, HTS. human neuronal cells, NF-kB reporter expression; hits give high values. fold change at 12.5 µM. hit rate 1.6% among 190,000; in the data active = fold change above about 3.3
APP 5'UTR act – activators of APP 5'UTR luciferase reporter, primary screen, SH-SY5Y cells; SH-SY5Y APP 5'UTR luciferase reporter, luminescence; zero percent = DMSO vehicle wells; activation, % at 2 µM; hit rate 1% among 190,000; AID 1276, 2008;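 active = activation above a set limit, based on mean plus 3 SD of controls, cut at about 140% in these data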; also: values of inactives mirror those of a sister screen read the other way
* = called active by the depositor; . = no result given.

SMILES | Hsp70 activator | APP transl inh | RAM network inh | STAT3 inh | STAT1 activator | STAT3 activator | STAT1 inh | FLuc inh counter | NF-kB neuron act | APP 5'UTR act
O=C(CSc1nnc(-c2ccncc2)n1Cc1ccco1)N1c2ccccc2Sc2ccc(Cl)cc21 | -0.2 | -1.2 | 3.5 | 7.2 | 94.6 | 96.5 | 5.9 | -6.2 | 0.7 | 1.2
CC(=O)c1c(C)[nH]c(C(=O)COC(=O)CNS(=O)(=O)c2ccccc2)c1C | -0.4 | -15.5 | 0.3 | 1.4 | 107.7 | 103.3 | -8.4 | -6.4 | 1.46 | 15.5
O=C(c1cccnc1)n1nc(NCc2ccccc2)nc1NCc1ccccc1 | -0.2 | 0.4 | -0.5 | 12.7 | 109.2 | 92.6 | -11.8 | -4.3 | 1.27 | -0.4
CC(CCc1ccccc1)NC(=O)/C=C/c1ccc(Cl)cc1 (stereo not drawn) | -0.3 | -1.6 | 4.9 | 10.5 | 94.8 | 92.9 | 5.8 | -1.6 | 1.17 | 1.6
Cc1cc(C(=O)N/N=C/c2ccc(-c3cccc(Cl)c3Cl)o2)n[nH]1 | -0.2 | -3.1 | 2.5 | 24.6 | 100.2 | 81.5 | -0.3 | -5.4 | 1.38 | 3.1
C=CCNC(=S)NNC(=O)c1cccn(Cc2cccc(Cl)c2)c1=O | -0.2 | -19.4 | 3.6 | 2.6 | 93.2 | 102.9 | 7.5 | -7.4 | 1.01 | 19.4
Cc1cc(NC(=O)CN2CCN(S(=O)(=O)c3ccc(Cl)cc3)CC2)no1 | -0.1 | 13.3 | -1.3 | -1.4 | 93.0 | 99.8 | 7.6 | -4.2 | 1.15 | -13.3
CCOC(=O)c1[nH]c(C)c(C(=O)Nc2ccccc2C)c1C | 0.1 | 84.2* | 1.4 | 2.9 | 104.7 | 97.8 | -4.1 | 1.4 | 1.9 | -84.2
Cc1c(Cl)cccc1NC(=S)NCc1ccccc1 | -0.3 | -3.6 | . | 4.1 | 97.9 | 100.5 | 2.3 | . | . | 3.6
CC(NCCO)C(=O)C12CC3CC(CC(C3)C1)C2 (stereo not drawn) | 0.1 | -5.5 | -0.7 | 1.9 | 91.8 | 102.7 | 9.0 | -6.1 | 1.14 | 5.5
Cc1cc(C)c(S(=O)(=O)Nc2ccc(C(N)=O)cc2)c(C)c1 | -0.2 | -6.7 | -0.1 | 5.6 | 101.7 | 97.2 | -3.8 | -6.6 | 1.19 | 6.7
Cc1ccc(C(=O)NCCCNc2ccccc2[N+](=O)[O-])cc1 | -0.5 | -26.0 | 0.1 | 15.8 | 94.2 | 88.4 | 4.5 | 2.4 | 0.98 | 26.0
COc1ccc(CN(C(=O)c2nsc(Cl)c2Cl)C(C(=O)NC2CCCCC2)c2ccc(OC)cc2)cc1 (stereo not drawn) | -0.5 | -1.1 | 4.7 | 2.3 | 96.7 | 104.4 | 3.7 | -4.9 | 0.61 | 1.1
CC(C)CC(=O)Nc1ccc(C(=O)CN2CCC(C)CC2)cc1 | -0.4 | -12.9 | 1.2 | 1.6 | 103.1 | 103.7 | -5.7 | -6.3 | 0.82 | 12.9
CCc1ccc2c(c1)C1(SC(NC(C)=O)=NN1C(C)=O)C(=O)N2C(C)C (stereo not drawn) | -0.4 | 1.1 | 0.1 | 8.0 | 100.0 | 96.9 | 0.0 | -5.1 | 1.11 | -1.1
COc1cc2cc(C(c3nnnn3C3CCCC3)N(C)C3CCCCC3)c(=O)[nH]c2cc1OC (stereo not drawn) | 0.1 | -0.3 | 0.9 | 1.9 | 90.6 | 101.8 | 10.2 | -4.2 | 1.03 | 0.3
CCC1(C)Cc2c(sc3[nH]c(=O)[nH]c(=O)c23)CS1 (stereo not drawn) | -0.3 | -3.6 | 0.3 | 15.1 | 105.4 | 90.2 | -5.9 | -10.2 | 1.17 | 3.6
Cc1noc(C)c1C(=O)OCC(=O)N(C)C1CCS(=O)(=O)C1 (stereo not drawn) | -0.3 | -5.0 | 2.0 | 1.5 | 95.7 | 100.7 | 3.0 | -8.1 | 1.9 | 5.0
O=C(NCC(=O)N(Cc1ccc(F)cc1)C(C(=O)NC1CCCC1)c1ccco1)c1ccco1 (stereo not drawn) | 0.9 | -5.2 | 1.1 | 3.7 | 96.0 | 101.7 | 4.5 | -2.8 | 1.23 | 5.2
O=C(Nc1cccc(Cl)c1)C1C2CCC3C(CCC21)C3(Cl)Cl (stereo not drawn) | -0.5 | 5.2 | 0.5 | -6.2 | 108.0 | 108.2 | -8.9 | -7.5 | 1.36 | -5.2
COc1ccc(NC(=O)C(c2ccc(C)cc2)N(C)C(=O)c2cnccn2)cc1 (stereo not drawn) | -0.3 | 0.9 | 1.7 | 0.0 | 100.1 | 105.6 | 1.1 | -6.0 | 1.06 | -0.9
CN(CCCCN1CCOCC1)Cc1nc(-c2ccc3c(c2)OCO3)no1 | 0.0 | 2.6 | 0.6 | -0.6 | 98.9 | 104.4 | -0.4 | -3.1 | 1.49 | -2.6
Cc1ccc(N(C(=O)c2ccc(Br)o2)C2C=CS(=O)(=O)C2)cc1 (stereo not drawn) | 0.6 | -2.6 | 0.9 | -1.2 | 101.1 | 105.0 | -1.2 | -4.2 | 1.22 | 2.6
O=C(c1cccc(C(=O)N2CCN(c3ncccn3)CC2)c1)N1CCN(c2ncccn2)CC1 | 0.1 | -9.4 | 0.0 | 12.5 | 106.6 | 95.8 | -7.3 | -1.5 | 0.92 | 9.4
CCOc1cc(/C=N/NC(=O)C(=O)NC)cc(Br)c1O | -0.2 | 7.2 | 0.5 | -4.7 | 105.4 | 102.7 | -5.9 | 1.5 | 0.99 | -7.2
Cc1ccccc1-n1nc(C(=O)O)c(C)c(C#N)c1=O | -0.4 | 6.2 | 0.6 | 7.2 | 100.5 | 99.3 | 0.0 | -6.7 | 2 | -6.2
Cc1ccccc1C(C(=O)NC1CCCC1)N(C(=O)Cc1cccs1)c1ccc2c(c1)OCCO2 (stereo not drawn) | -0.3 | -8.8 | 2.6 | -20.7 | 91.5 | 125.9 | 9.4 | -7.3 | 0.74 | 8.8
Cc1cccc(N2CCN(S(=O)(=O)c3cnc[nH]3)CC2)c1C | -0.2 | -1.5 | 3.2 | 9.2 | 100.4 | 99.5 | -0.4 | -6.8 | 1.02 | 1.5
Cc1nnc(SCC(=O)Nc2ccc3c(c2)OCCO3)n1N | -0.1 | -8.0 | 1.0 | 1.5 | 93.0 | 102.6 | 7.5 | -2.6 | 1.43 | 8.0
COc1ccc(CCNS(=O)(=O)c2ccc(C3CNC(=O)C3)cc2)cc1OC (stereo not drawn) | -0.3 | -18.0 | 0.0 | 0.7 | 97.8 | 101.2 | 0.3 | -2.3 | 1.04 | 18.0
O=C(CCSc1nc(-c2ccco2)cc(C(F)(F)F)n1)NCc1ccccn1 | -0.5 | 9.9 | 0.8 | 9.3 | 96.3 | 100.8 | 4.1 | -10.4 | 0.9 | -9.9
O=C(CN1C(=O)NC2(CCCC2)C1=O)Nc1ccc(F)cc1 | -0.3 | 4.3 | 0.1 | 19.7 | 97.8 | 89.0 | 2.4 | -2.4 | 1.29 | -4.3
Cc1nn(Cc2ccccc2)c(C)c1NC(=O)c1cc2nc(-c3ccco3)cc(C(F)(F)F)n2n1 | 0.2 | 10.0 | 0.5 | 18.2 | 105.3 | 86.5 | -5.7 | -5.2 | 0.33 | -10.0
Cc1cc(C)n(S(=O)(=O)c2cc(C(=O)O)c(Cl)cc2Cl)n1 | 0.0 | 6.0 | . | 3.6 | 100.6 | 98.2 | -3.1 | -1.6 | . | -6.0
CCCCn1c(N)c(C(=S)NC(=O)CC(C)C)c(=O)n(C)c1=O | -0.3 | 8.8 | 0.2 | 4.6 | 91.0 | 95.5 | 10.1 | -9.9 | 1.39 | -8.8
Cc1cccc(C(=O)Nc2cccc(C(=O)N/N=C/c3ccncc3)c2)c1 | -0.4 | -7.0 | 0.8 | -4.7 | 100.7 | 104.3 | -0.7 | -2.7 | 1.08 | 7.0
Cc1ccc2nc(SCC(=O)NC3CCCc4ccccc43)[nH]c2c1 (stereo not drawn) | -0.1 | -10.0 | -0.2 | -3.0 | 100.6 | 101.2 | -0.7 | -1.1 | 1.02 | 10.0
Cc1cc(-c2sccc2Br)nc(-n2cccc2)n1 | 0.3 | -9.9 | 1.6 | -41.6 | 97.5 | 139.3* | -0.6 | -5.1 | 1.1 | 9.9
CC(Cc1ccccc1)NC(=O)CSc1nc2nc3c(cc2c(=O)n1-c1ccccc1)COC(C)(C)C3 (stereo not drawn) | 0.2 | -4.2 | 3.3 | 3.6 | 103.6 | 100.8 | -4.0 | -7.4 | 0.81 | 4.2
O=C(CCN1C(=O)c2ccccc2C1=O)Nc1ccc(-c2cn3ccsc3n2)cc1 | -0.2 | -10.5 | 3.5 | 18.6 | 114.4 | 87.1 | -15.9 | 26.3 | 1.65 | 10.5
O=C(CSc1nc2ccccc2c(=O)[nH]1)N1CCOCC1 | 0.0 | -10.2 | -0.2 | 4.8 | 101.4 | 99.6 | -0.1 | -7.5 | 1.17 | 10.2
O=c1cc(N2CCOCC2)[nH]c(=O)n1-c1ccc(Cl)cc1 | -0.2 | . | -0.1 | 4.4 | 101.6 | 103.9 | -1.7 | -4.9 | 1.02 | .
Cc1cc(NC(=O)Cn2nc(C(F)(F)F)c3c2CCCC3)no1 | -0.1 | -9.3 | 2.0 | 4.3 | 97.1 | 99.5 | 5.2 | -1.6 | 1.53 | 9.3
O=C(O)C1CC=CCC1C(=O)NCCc1ccccc1 (stereo not drawn) | -0.6 | 10.8 | 0.8 | -7.0 | 109.5 | 106.9 | -10.0 | -2.3 | 1.36 | -10.8
CCn1c(NC)cc(=O)n(C)c1=O | -0.2 | -10.1 | -0.1 | 5.7 | 89.8 | 98.0 | 11.1 | 3.0 | 0.86 | 10.1

Structural class, those above containing two or more sulfur atoms
SMILES | Hsp70 activator | APP transl inh | RAM network inh | STAT3 inh | STAT1 activator | STAT3 activator | STAT1 inh | FLuc inh counter | NF-kB neuron act | APP 5'UTR act
O=C(CSc1nnc(-c2ccncc2)n1Cc1ccco1)N1c2ccccc2Sc2ccc(Cl)cc21 | -0.2 | -1.2 | 3.5 | 7.2 | 94.6 | 96.5 | 5.9 | -6.2 | 0.7 | 1.2
CCC1(C)Cc2c(sc3[nH]c(=O)[nH]c(=O)c23)CS1 (stereo not drawn) | -0.3 | -3.6 | 0.3 | 15.1 | 105.4 | 90.2 | -5.9 | -10.2 | 1.17 | 3.6

High-throughput results deposited in PubChem by several laboratories.
